EBI2 block – EBI2 receptor antagonists, beta-arrestin recruitment, primary screen, cell-based, luminescence, 7a,25-OHC stimulation, uHTS. G-protein coupled receptor 183 (Homo sapiens), P32249. 7a,25-OHC stimulated. inhibition, % at 5 µM. 0.81% of 360,000 active; in the data active = inhibition above about 38%;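 note: enzyme fragment complementation signal reports receptor beta-arrestin coupling in cells; 0% = agonist plus DMSO wells and 100% = wells without agonist; some results beyond the cut were filed as inactive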
697 NFkB inh – inhibitors of PMA/ionomycin-induced NF-kB reporter, 697 cells, primary screen, B-cell NF-kB inhibitor project, cell-based, luminescence, uHTS | 697 B-cell NF-kB luciferase reporter, 16 h | inhibition, % at 4 µM | 0.33% of 330,000 active; in the data active = inhibition above about 35%
APJ antag – antagonists of human apelin receptor APJ, primary screen, CHO-K1 cells, beta-arrestin complementation, luminescence. 0.32% of 330,000 active. P35414. inhibition, % at 20 µM;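 active = inhibition above about 40% at 20 µM, limit read from the data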;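 note: cells challenged with 10 nM apelin-13 agonist together with compound; plate controls were apelin-13 plus DMSO wells for no effect and DMSO wells lacking apelin-13 for full effect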
Target sequence (P35414 whole entry, looked up): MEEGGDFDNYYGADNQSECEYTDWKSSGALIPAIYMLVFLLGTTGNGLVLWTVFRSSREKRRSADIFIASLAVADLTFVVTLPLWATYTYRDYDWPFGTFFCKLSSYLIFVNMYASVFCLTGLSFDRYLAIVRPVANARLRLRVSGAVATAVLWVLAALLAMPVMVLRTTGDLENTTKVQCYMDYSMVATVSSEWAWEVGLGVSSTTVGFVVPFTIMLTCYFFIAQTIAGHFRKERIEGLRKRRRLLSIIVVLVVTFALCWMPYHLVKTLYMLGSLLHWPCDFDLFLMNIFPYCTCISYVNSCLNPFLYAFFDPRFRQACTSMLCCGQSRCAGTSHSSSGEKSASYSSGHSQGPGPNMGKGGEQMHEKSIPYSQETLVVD
CCR6 antagonist – CCR6 receptor antagonists, primary screen, cell-based, CHO-K1, luminescence, beta-arrestin, uHTS; 0.49% of 340,000 active; AID 493098, 2011; CHO-K1 CCR6 PathHunter beta-arrestin, CCL20-stimulated; inhibition, % at 20 µM;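 active = compounds whose inhibition of the agonist-driven luminescence signal at 20 µM reaches about 50%, limit read from the data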;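 note: cells stimulated with CCL20 at 14 nM final; plate controls were DMSO with CCL20 for no effect and DMSO without agonist for full effect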
Target sequence (P51684 whole entry, looked up): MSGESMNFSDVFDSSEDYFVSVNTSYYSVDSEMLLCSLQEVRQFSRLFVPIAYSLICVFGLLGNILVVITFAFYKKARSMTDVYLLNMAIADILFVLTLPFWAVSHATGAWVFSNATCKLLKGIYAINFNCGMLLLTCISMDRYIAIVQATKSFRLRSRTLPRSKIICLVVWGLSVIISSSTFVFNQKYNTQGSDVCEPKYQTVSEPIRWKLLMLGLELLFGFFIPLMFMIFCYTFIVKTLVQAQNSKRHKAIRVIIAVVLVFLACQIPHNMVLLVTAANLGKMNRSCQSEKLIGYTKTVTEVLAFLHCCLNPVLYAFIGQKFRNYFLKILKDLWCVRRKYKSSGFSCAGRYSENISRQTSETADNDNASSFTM
UBC13 inh – UBC13 polyubiquitin chain formation inhibitors, primary screen, biochemical, TR-FRET, uHTS | Ubiquitin-conjugating enzyme E2 N (Homo sapiens), P61088 | inhibition, % at 20 µM | 0.47% of 330,000 active | AID 485273, 2010; in the data active = inhibition above about 45%, passing the limit was not always enough
Target sequence (P61088 whole entry, looked up): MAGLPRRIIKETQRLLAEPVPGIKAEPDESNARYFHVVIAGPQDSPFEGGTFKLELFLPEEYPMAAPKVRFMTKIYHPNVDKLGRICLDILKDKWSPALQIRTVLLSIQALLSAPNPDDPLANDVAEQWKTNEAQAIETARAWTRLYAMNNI
CXCR6 block – CXCR6 receptor inhibitors, primary screen, cell-based, beta-arrestin, luminescence, CHO-K1 PathHunter, 1536-well; 0.36% of 360,000 active; inhibition, % at 20 µM; C-X-C chemokine receptor type 6 (Homo sapiens), O00574; in the data active = inhibition above about 34%, passing the limit was not always enough;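 note: antagonist mode with CXCL16 agonist at 10 nM final; 0% = 10 nM CXCL16 with DMSO and 100% = unstimulated wells without agonist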
Jurkat NFkB inh – inhibitors of induced NF-kB luciferase reporter, primary screen, TCR NF-kB activation inhibitor project, cell-based, luminescence, uHTS; 0.53% of 330,000 active; inhibition, % at 4 µM; AID 435003, 2010; Jurkat, PMA/ionomycin-induced NF-kB luciferase reporter; in the data active = inhibition above about 50%
Gli-Sufu antag – Gli-Sufu pathway antagonists, primary screen, luciferase luminescence, Sufu-KO-LIGHT cells, uHTS; Sufu-KO-LIGHT fibroblasts, Gli luciferase reporter luminescence; inhibition, % at 5 µM; 0.74% of 340,000 active;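 active = inhibition above about 55%, limit read from the data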;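 note: 0% = DMSO-treated cells and 100% = wells with medium but no cells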
The depositor's hits bear a star; · = not tested or not shown.

Second line of a record: EBI2 block, 697 NFkB inh, APJ antag, CCR6 antagonist, UBC13 inh, CXCR6 block, Jurkat NFkB inh, Gli-Sufu antag
> CSc1ccc(-c2nc(CSCC(=O)NCCCN3CCCC3=O)c(C)o2)cc1
    -5, 7, -3, 11, -25, 7, 9, 6
> O=C1C(C=NCCCN2CCCC2=O)=C(O)c2ccccc21
    3, -22, 15, 2, -7, 4, -20, -49
> Cc1cc(C(C)(C)C)oc1C(=O)N(CC(=O)NC1CCCC1)Cc1ccccc1Cl
    33, -61, -2, 13, -9, 15, -20, 14
> CCCN(c1ccc(OCC)cc1)S(=O)(=O)c1ccc2c(c1)CCN2C(=O)CCC(=O)O
    2, -10, -20, 18, -13, -7, 2, 1
> CCN1CCN(C(=O)C2CCC(=O)N(CCCN3CCCC3=O)C2)CC1 (stereo unspecified)
    -12, -6, -5, 4, 7, -1, 8, 8
> O=C1NC(c2ccc3c(c2)OCO3)Nc2ccccc21 (stereo unspecified)
    0, -39, -11, -1, 7, 0, -68, -47
> COc1ccc(C2CC(c3ccccc3)=NN2C(=O)COC(=O)/C=C/c2ccc(O)c(OC)c2)cc1 (stereo unspecified)
    2, 14, -8, 15, -6, 1, 2, 0
> CCc1cccc2c(C(=O)CSc3nncn3-c3ccc(OC)cc3)c[nH]c12
    4, -3, -3, 4, 5, -4, -2, 10
> CCOc1ccc(C(=O)Nc2ccc(NC(=O)c3ccccc3)cc2)cc1Br
    -1, 5, 7, 4, -3, 3, 10, -1
> O=C(NNC(=O)c1ccccc1Br)c1ccccc1Cl
    -17, -18, -1, 7, 3, -6, 1, -12

Further records:
Second line of a record: EBI2 block, 697 NFkB inh, APJ antag, CCR6 antagonist, UBC13 inh, CXCR6 block, Jurkat NFkB inh, Gli-Sufu antag
> Cc1ccc(/C=N/NC(=O)c2nn(C)cc2Cl)cc1
    2, -50, 2, -4, 1, 3, -43, -50
> CCN(C(=O)COC(=O)CCn1c(C)csc1=O)c1c(N)n(Cc2ccccc2)c(=O)[nH]c1=O
    -4, 11, 19, -4, 5, -5, -8, -3
> COc1ccccc1/C=N/NC(=O)c1ccc(=O)n(C)c1
    2, 19, -1, -5, -10, 14, 1, -10
> CC(=O)Cn1ncc(N2CCCCC2)c(Cl)c1=O
    -6, -21, 3, 2, -6, -10, 1, -43
> CCOC(=O)C1CCCN(Cc2sccc2C)C1 (stereo unspecified)
    -17, 12, 16, 8, 5, 0, 2, 1
> O=C(CCC(NC(=O)OCc1ccccc1)C(=O)OCC(=O)N1CCCCC1)OCC(=O)N1CCCCC1 (stereo unspecified)
    -6, 5, 7, -5, 2, -1, 3, -21
> CC1(C)C2C(Cl)(Cl)C2(C)c2ccccc2N1C=O (stereo unspecified)
    -9, -20, -1, 0, -6, -15, 15, 5
> O=C(NC(=S)Nc1cccc(CO)c1)c1ccc(-c2ccccc2)cc1
    23, -68, -4, 19, 7, 2, -22, -59
> Cc1cc(=O)oc2cc(OCC(=O)NCCN3CCOCC3)c(Cl)cc12
    1, -3, 21, -1, -5, 3, 9, -22
> O=C(Nc1ccc(-c2cscn2)cc1)C1CCCN(Cc2ccc(CO)o2)C1 (stereo unspecified)
    13, -11, 8, 13, -6, -14, -15, 2

Following part.
Second line of a record: EBI2 block, 697 NFkB inh, APJ antag, CCR6 antagonist, UBC13 inh, CXCR6 block, Jurkat NFkB inh, Gli-Sufu antag
> COc1ccc(CNS(=O)(=O)c2cc3c(cc2Cl)NC(=O)CO3)cc1
    -4, 20, 18, 2, 4, 0, -4, 8
> CCOC(=O)N1CCN(C(=O)c2ccc3ccccc3c2)CC1
    68*, -1, -2, 15, -4, -3, -9, -7
> CC(Cc1ccccc1)NC(=O)C1(c2ccccc2)CCOCC1 (stereo unspecified)
    9, -18, 0, -4, -10, 6, -2, 15
> COc1ccc([C@@H]2[C@@H]3C(=O)N(C(C)(C)C)C(=O)[C@@H]3[C@]3(CC(C)C)C(=O)N(c4ccccc4)C(=O)N23)cc1
    -6, 3, 8, 6, -4, 8, -24, -6
> CCOc1ccc2nc(N(CCN(CC)CC)C(=O)c3ccc([N+](=O)[O-])cc3)sc2c1
    -15, -7, -35, 12, 5, 1, -13, 34
> CCC(=O)N1N=C(c2cccs2)CC1c1ccco1 (stereo unspecified)
    2, 6, -14, 14, 7, 10, 5, -1
> CCCNC(=O)c1ccc2c(=O)c(O)c(-c3ccc(Cl)c([N+](=O)[O-])c3)[nH]c2c1
    1, -76, -53, 10, -32, 9, -8, 0
> COc1ccc(CCN2CCCC(CN(C)Cc3cc(Cl)c(O)c(OC)c3)C2)cc1 (stereo unspecified)
    1, -5, 12, 5, -2, -2, 3, 21
> CCOC(=O)c1c(Nc2ccccc2)sc(/C=C2\C=Nc3ccccc32)c1O
    53*, 11, 10, -6, -12, 6, -7, 10
> CCOc1ccc(N(C)C(=O)CCc2nnc3ccc(N4CCCCC4)nn23)cc1
    8, -21, 7, 15, -9, 8, -2, 59*

Additional structures
Second line of a record: EBI2 block, 697 NFkB inh, APJ antag, CCR6 antagonist, UBC13 inh, CXCR6 block, Jurkat NFkB inh, Gli-Sufu antag
> O=C(Nc1cccnc1)/C(N=Nc1ccc(Cl)c(C(F)(F)F)c1)=C(\O)c1ccccc1
    8, -14, -12, -3, -10, 2, 1, 11
> O=C(COC(=O)c1cc(=O)[nH]c2ccccc12)c1ccc(Br)cc1
    3, 18, -5, 16, 14, 1, -10, 11
> O=c1oc2cc(O)ccc2cc1S(=O)(=O)c1ccccc1
    -13, 24, -44, -20, 11, -21, -14, -14
> CC(C)CCN1CCN(CCCc2ccccc2)CC1CCO (stereo unspecified)
    4, -7, -16, 16, -3, 2, -3, 19
> C=CCOc1ccc(/C=C/C(=O)OCC(=O)N2CCC(c3ccccc3)=N2)cc1
    -1, -1, -19, 20, 12, 10, 4, -12
> O=C(C1CCCN1S(=O)(=O)c1cccc2cccnc12)N1CCN(c2ccccc2)CC1 (stereo unspecified)
    -6, 9, 13, 15, 3, 10, 1, 7
> O=C(CCNS(=O)(=O)c1ccc(OC(F)(F)F)cc1)N1CCN(S(=O)(=O)c2cccc(F)c2)CC1
    1, -11, -9, 2, 3, -10, 1, 8
> CCCN(S(=O)(=O)c1ccccc1F)S(=O)(=O)c1ccccc1Br
    10, -5, 8, 22, 2, 3, -10, 20
> CC(=O)Nc1cccc(C(=O)OCc2ccc([N+](=O)[O-])cc2)c1
    -7, 11, 3, -2, 7, -21, 3, 63*
> CC(=O)Nc1sc(N/N=C\c2ccco2)nc1-c1cccs1
    -7, 10, -38, 33, -4, -18, -1, ·

Carrying on.
Second line of a record: EBI2 block, 697 NFkB inh, APJ antag, CCR6 antagonist, UBC13 inh, CXCR6 block, Jurkat NFkB inh, Gli-Sufu antag
> CCOC(=O)COc1nc(C)c(Br)c(OC)n1
    -4, -6, -21, 6, -6, -4, -10, 0
> CC(=O)c1cccc(CN2CCC(C(=O)Nc3ccc(Oc4cccnc4)cc3)CC2)c1
    3, -53, -5, 7, 2, -1, 6, 16
> COCCCNC(=O)c1ccccc1NS(=O)(=O)c1ccc(C)cc1
    -2, 15, 11, -5, 4, 14, 15, 3
> O=C(CN1C(=O)c2ccccc2C1=O)Nc1ccc2c(c1)OCO2
    -3, 2, -7, -2, 8, 1, -17, -5
> Cc1ccc(S(=O)(=O)N(CC(=O)O)Cc2ccccc2)cc1
    -26, 3, 5, -7, 10, 0, 5, 4
> Cc1ccc(OCC(=O)c2ccc3c(c2)CCCC3)cc1C
    42, -16, 10, 19, 8, -2, -62, 13
> COc1ccc(-c2noc(N3CCC(C(=O)NCCCN4CC(C)CC(C)C4)CC3)n2)cc1 (stereo unspecified)
    13, -5, 9, -8, 5, -1, 12, 18
> Cc1cccc(NC(=O)CCSc2nncn2C)c1
    -6, -42, -19, 18, -12, 6, -6, 0
> COc1ccc(OC)c(Nc2ccc(C(=O)O)cc2[N+](=O)[O-])c1
    -1, -11, 28, 34, -67, 17, -6, -4
> O=C(NCc1ccccn1)c1ccc2c(=O)n3nc(Nc4ccccc4)sc3nc2c1
    8, -3, -38, 4, -16, -12, 20, 4

(continued)
Second line of a record: EBI2 block, 697 NFkB inh, APJ antag, CCR6 antagonist, UBC13 inh, CXCR6 block, Jurkat NFkB inh, Gli-Sufu antag
> CN1CC(=O)N(CCOc2ccccc2)C1=O
    -4, -23, 3, -1, -4, -1, 0, -6
> Cc1nc2c(-c3ccc(F)cc3)c(C)nn2c(C)c1CCC(=O)Nc1ccc(F)cc1F
    4, 7, -9, -7, 8, -2, -1, 7
> CCOc1cc(CNCc2ccncc2)cc(Br)c1OCc1ccccc1F
    22, -27, 10, 16, 16, -5, 22, 1
> O=C1CC(c2ccccc2)CN1Cc1ccccc1 (stereo unspecified)
    -5, 14, 15, 1, 7, -1, 14, 3
> O=C(Cn1c(=O)n(Cc2ccco2)c(=O)c2cc(Cl)ccc21)NCC1CCCO1 (stereo unspecified)
    -2, 14, 13, 12, 3, 1, 3, 4
> Cc1cc2c(SCC(=O)NC3CCCC3)ncnc2s1
    4, 16, 2, 3, 7, -2, -18, -34
> O=C(CCl)N(c1ccccc1)C1CCS(=O)(=O)C1 (stereo unspecified)
    -3, 6, -11, 9, 8, -11, 8, -3
> CCOCCOC(=O)C(C)Oc1ccc(Oc2nc(Cl)ccc2Cl)cc1 (stereo unspecified)
    7, 5, 15, 6, -10, 5, 9, -2
> CC(Oc1ccc2c(-c3ccccc3)cc(=O)oc2c1)C(=O)NCc1ccccn1 (stereo unspecified)
    -2, 22, 19, 12, 0, -5, 5, -4
> Cc1ccc(N(CC(=O)NN=C2CCN(C)CC2)S(=O)(=O)c2ccccc2)c(C)c1
    -22, 20, -1, 2, 0, -8, -3, -11

Following part:
Second line of a record: EBI2 block, 697 NFkB inh, APJ antag, CCR6 antagonist, UBC13 inh, CXCR6 block, Jurkat NFkB inh, Gli-Sufu antag
> CC(C)CNS(=O)(=O)c1cc(C(=O)N2CCOCC2)c(Cl)cc1Cl
    -3, 15, 0, 6, 9, 4, 5, 4
> Cc1ccc(C2=NCN(c3ccc(C(=O)O)cc3)C(=S)N2)cc1
    ·, -114, 20, ·, -4, ·, -3, ·
> O=C(O)C(Cc1ccccc1)N1C(=O)CCC1=O (stereo unspecified)
    2, 2, 9, 8, -12, 0, 3, -13
> COc1cccc(NC(=O)CN(C)C(=O)CCNC(=O)c2ccccc2OC)c1
    -14, ·, ·, 13, ·, 2, ·, -5
> CCc1nnc(NC(=O)[C@@H](NS(=O)(=O)c2ccc3c(c2)OCCO3)C(C)C)s1
    -8, ·, ·, 2, ·, -2, ·, -2
> COc1cccc(-c2ccc(SCC(=O)NC3CCCC3)nn2)c1
    16, 11, 3, 1, -8, 6, 7, -4
> COc1ccc2[nH]c3c(c2c1)CCN1C(=O)C(CC(=O)NCCCN(C)C)C[C@H](C(=O)N2CCCCC2)[C@@]31CCc1ccccc1 (stereo partly specified)
    -6, 15, ·, 20, ·, -6, ·, -4

Looked up by compound from the entries so far (3):
Second line of a record: EBI2 block, 697 NFkB inh, APJ antag, CCR6 antagonist, UBC13 inh, CXCR6 block, Jurkat NFkB inh, Gli-Sufu antag
> CCc1nnc(NC(=O)[C@@H](NS(=O)(=O)c2ccc3c(c2)OCCO3)C(C)C)s1
    -8, ·, ·, 2, ·, -2, ·, -2
> COc1cccc(-c2ccc(SCC(=O)NC3CCCC3)nn2)c1
    16, 11, 3, 1, -8, 6, 7, -4
> COc1cccc(NC(=O)CN(C)C(=O)CCNC(=O)c2ccccc2OC)c1
    -14, ·, ·, 13, ·, 2, ·, -5

Assay outcomes: PubChem BioAssay, Sanford-Burnham Center for Chemical Genomics
